Compound activity: PubChem BioAssay, National Center for Advancing Translational Sciences (NCATS)
Caspase-7 inhib = allosteric or competitive inhibitors of human caspase-7; AID 889; P55210; actives 0.02% (n = 75,000); recombinant caspase-7, Ac-DEVD-AFC fluorescence rate; Potency, µM (highest dose often 57.5 µM), without a hit: at the highest dose activity change, negative = inhibition, most hits filed as inhibitors; active means well fitted inhibition curve with a large enough effect in the main read-out, with a control signal flat, not every such curve was filed as active; inconclusive means small, poorly fitted or top-dose-only effect, or a change in a side signal; further: potency means the concentration at half of the fitted maximal effect; % of control where 0% means no effect
Target sequence (P55210 24-198 limits assumed): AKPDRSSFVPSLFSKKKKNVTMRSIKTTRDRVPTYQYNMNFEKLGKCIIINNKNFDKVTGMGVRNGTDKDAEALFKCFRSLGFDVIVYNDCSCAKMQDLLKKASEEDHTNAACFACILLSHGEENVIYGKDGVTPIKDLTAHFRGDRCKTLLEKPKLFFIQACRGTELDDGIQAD
Target sequence (P55210 207-303 limits assumed): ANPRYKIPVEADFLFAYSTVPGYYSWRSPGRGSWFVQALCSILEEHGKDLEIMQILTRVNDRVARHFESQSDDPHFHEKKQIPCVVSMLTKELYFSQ
Caspase-1 inhib = blocks human caspase-1 allosterically or competitively; P29466; Caspase-1 enzyme, Ac-WEHD-AFC fluorogenic rate; Potency, µM (series often up to 57.5 µM), for inactives: at the highest dose activity change, negative = inhibition, most hits filed as inhibitors; actives 0.03% (n = 75,000); AID 900;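 further: potency means the concentration at half of the fitted maximal effect; plate controls were vehicle for no effect and no substrate for full effect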
Target sequence (P29466 120-297 limits assumed): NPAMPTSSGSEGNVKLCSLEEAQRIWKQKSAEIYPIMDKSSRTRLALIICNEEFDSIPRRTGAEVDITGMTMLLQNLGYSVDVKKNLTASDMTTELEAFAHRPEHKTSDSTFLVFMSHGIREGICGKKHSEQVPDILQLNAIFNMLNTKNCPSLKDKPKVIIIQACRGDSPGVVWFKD
Target sequence (P29466 317-404 limits assumed): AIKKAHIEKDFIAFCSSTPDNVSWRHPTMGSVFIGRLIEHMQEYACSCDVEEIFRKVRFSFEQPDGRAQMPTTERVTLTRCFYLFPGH
HADH2 inh = HADH2 (human) dehydrogenase inhibition; Q99714; AID 886; Potency, µM (highest dose often 57.1 µM), for inactives: top-dose activity change, negative = inhibition, hits mostly inhibitors; recombinant HADH2, NADH fluorescence, beta-hydroxybutyryl-CoA; actives 3.4% (n = 73,000); further: potency means the concentration at half of the fitted maximal effect; on the % scale 0 is the no-effect control and ±100 the full control effect; nearly all actives have a fitted effect of over 60% in size; many of its hits are not listed in these tables
Target sequence (Q99714 whole entry, looked up, one chain of several): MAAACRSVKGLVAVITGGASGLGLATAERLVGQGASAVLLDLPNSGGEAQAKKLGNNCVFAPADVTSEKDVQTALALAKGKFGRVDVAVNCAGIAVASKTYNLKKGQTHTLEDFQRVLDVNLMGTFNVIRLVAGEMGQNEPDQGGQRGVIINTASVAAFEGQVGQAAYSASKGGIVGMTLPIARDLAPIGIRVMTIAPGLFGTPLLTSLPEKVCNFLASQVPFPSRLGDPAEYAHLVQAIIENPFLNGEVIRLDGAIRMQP
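Activity measured as NADH fluorescence gain (360/450 nm), taken as the change between first and last reads of a 4-min kinetic run. Conditions: pH 9.0 Tris buffer, 20 nM E. coli-expressed His-tagged enzyme, 1 mM NAD+, 90 uM beta-hydroxybutyryl-CoA; 15-min compound preincubation.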
Rhodamine autofl = rhodamine region autofluorescence | Rhodamine-region fluorescence, 547/598 nm, Tris buffer; hits give high values | max dye-equivalent concentration, M | actives 0.05% (n = 59,000) | AID 594; in the data active means max dye-equivalent concentration above about 11 nM; inconclusive means between about 1.1 nM and that limit
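Intensities are converted to rhodamine-equivalent concentration using a six-point rhodamine standard on each plate. Compounds sit 15 min at room temperature in 100 mM Tris buffer, pH 8.0; read uses the 547/598 nm excitation/emission pair.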
Pol III holo inh = inhibitors of bacterial DNA polymerase III holoenzyme. AID 603. actives 0.25% (n = 71,000). Potency, µM (highest dose often 57.1 µM), for inactives: at the top dose activity change, negative = inhibition. reconstituted DNA polymerase III holoenzyme replication, biochemical; further: potency means the concentration at half of the fitted maximal effect; on the % scale 0 is the no-effect control and ±100 the full control effect
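Reconstituted *E. coli* holoenzyme (0.35 nM Pol III, 1 nM beta, 154 nM SSB, 2 nM primase) was preincubated with compound for 15 min at RT. Synthesis on 1.4 nM ssM13Gori ran 35 min, then was stopped with PicoGreen/EDTA and read as dsDNA fluorescence.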
ALOX15 inhib = blocks human 15-lipoxygenase activity. Potency, µM (titrated, usually from 57.1 µM), for the others: top-dose activity change, negative = inhibition, usual class: inhibitors. AID 887. P16050. actives 1.4% (n = 74,000). purified 15hLO-1, xylenol orange hydroperoxide absorbance; further: potency means the concentration at half of the fitted maximal effect; on the % scale 0 is the no-effect control and ±100 the full control effect; nearly all actives have a fitted effect of over 55% in size
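Purified human 15hLO-1 (40 nM final) in 25 mM Hepes pH 7.5, 0.01% Triton X-100 was preincubated with compound 15 min at room temperature, then reacted 6 min with 50 uM arachidonic acid; hydroperoxide detected by Fe-XO, 573/405 nm absorbance ratio.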
Tau filament bind = binders of human tau filaments; actives 2% (n = 71,000); recombinant tau filaments, thioflavin S fluorescence, 15 h; filaments grown with octadecylsulfate alongside compound; P10636; Potency, µM (titrated, usually from 57.1 µM), inactives show at the top dose activity change, negative = inhibition;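 further: potency means the concentration at half of the fitted maximal effect; on the % scale 0 is the no-effect control and ±100 the full control effect; actives lower thioflavin S fluorescence by blocking filaments or displacing dye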
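His-tagged recombinant human tau (exons 2, 3, 10; 1 uM final) fibrillized with 30 uM sodium octadecylsulfate, 15 h at 37 C, in pH 7.4 HEPES buffer with 10 uM thioflavine S and 5 mM DTT. Reduced ThS fluorescence (450/510 nm) marks activity.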
USP2a inhib = inhibitors of human ubiquitin-specific protease USP2a. AID 927. USP2a enzymatic assay, qHTS inhibition. actives 0.1% (n = 60,000). O75604. Potency, µM (top dose mostly 38.3 µM), inactives show at the top dose activity change, negative = inhibition, usual class: inhibitors;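 further: potency means the concentration at half of the fitted maximal effect; nearly all actives have a fitted effect of over 60% in size; plate controls were DMSO for no effect and NEM full inhibition control for full effect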
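USP2 core (20nM final) preincubated 30 min RT with compound, then Ub-PLA2 20nM and NBD C6-HPC 20uM final added; buffer 20mM Tris-HCl pH 8.0, 2mM CaCl2. Fluorescence Ex 460/Em 535 read at 0 and 2.5 h; normalized to NEM.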
HEK293 cAMP cs = parental HEK293 cAMP activation (counter-screen) | parental HEK293 CNG cAMP sensor, membrane potential fluorescence | Potency, µM (top dose mostly 57.1 µM), for inactives: at the highest dose activation, actives largely listed as activators | actives 2.5% (n = 73,000) | AID 938; further: potency means the concentration at half of the fitted maximal effect; % of control where 0% means no effect; nearly all actives have a fitted effect of over 55% in size
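Counterscreen for endogenous-receptor signalling: CNG-channel HEK 293 cells report cAMP rise by membrane depolarization. After 60 min dye equilibration with 100 uM RO 20-1724, compounds incubated 30 min before bottom-read fluorescence at 590 nm.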
BRCT inh green = blocks human BRCA1 BRCT binding to phosphopeptide, green readout | BRCA1 BRCT-phosphopeptide binding, green fluorescence polarization | P38398 | Potency, µM (highest dose often 76.9 µM), inactives show at the highest dose activity change, negative = inhibition, actives largely listed as inhibitors | actives 0.05% (n = 75,000);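 further: potency means the concentration at half of the fitted maximal effect; plate controls were peptide without protein for full effect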
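Compounds were incubated for 12 min at room temperature with a complex of 100 nM fluorescein-tagged pBACH1 decapeptide and 250 nM His-tagged BRCT protein. Buffer was phosphate pH 7.3 with EDTA, DTT and Tween 20. Disruption of binding lowers the polarization signal.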
BRCT PPI red = BRCT-phosphoprotein interaction inhibition (red fluorophore). BRCT-phosphopeptide binding, red fluorescence polarization. P38398. actives 0.03% (n = 75,000). AID 892. Potency, µM (titrated, usually from 76.9 µM), inactives show at the top dose activity change, negative = inhibition, actives largely listed as inhibitors; further: on the % scale 0 is the no-effect control and ±100 the full control effect
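Fluorescence polarization: 100 nM His-tagged BRCA1 BRCT with 100 nM TAMRA-labelled phospho-BACH1 decapeptide, phosphate buffer pH 7.3 with 150 mM NaCl, DTT, 0.01% Tween 20; 12 min RT. Binding inhibition seen as FP decrease.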
Numbers without * were called inactive; i = inactive; ? = inconclusive; · = no result given; [ ] = dose if it differs, or a comment. Unless noted, the call rests on the fitted dose curve; in most records, active means well fitted curve in the direction sought with a large enough effect; inconclusive means small, poorly fitted or top-dose-only effect, or another doubt; inactive means no such curve, though single readings can be large; an effect the other way counts as inactive or inconclusive.

Every second line gives: Caspase-7 inhib	Caspase-1 inhib	HADH2 inh	Rhodamine autofl	Pol III holo inh	ALOX15 inhib	Tau filament bind	USP2a inhib	HEK293 cAMP cs	BRCT inh green	BRCT PPI red
N#Cc1ccc(CN2CCC3(CC2)CCN(S(=O)(=O)c2ccccc2)CC3)cc1
  -3%	-6%	17%	i	5%	-3%	-10%	104%[activator]	4%	1.6%	-2.9%
CN(C)S(=O)(=O)c1ccc2c(c1)C(CC(=O)O)OC2=O (stereo not drawn)
  1%	-2%	-1%	i	1%	0%	-4%	0%	?	0.7%	-0.5%
COc1ccc(Cn2c(=O)oc3ccc(C)cc32)cc1OC
  -1%	0%	-5%	i	0%	-2%	1%	-10%	27%	1.5%	-1.8%
COc1ccc(C(=O)N(CC(=O)NC(C)(C)C)c2ccc3c(c2)OCCO3)cc1OC
  1%	2%	21%	i	2%	2%	-10%	4%	7%	4.0%	-1.1%
COCCn1c(=O)c(-c2ccc(F)cc2)nc2cnc(Oc3ccc(OC)cc3)nc21
  ?	?	3%	i	0%	1%	-30%	-10%	5%	-3.2%	-3.5%
CC1(C)CC(=O)C(C=NCC(N)=O)=C(O)C1
  1%	-1%	0%	·	·	-6%	·	·	-3%	-3.6%	-0.2%
CC1CN(Cc2nc3c(c(=O)n(C)c(=O)n3C)n2CC(O)CO)CC(C)O1 (stereo not drawn)
  0%	1%	6%	i	-6%	-3%	18%	-15%	5%	-0.7%	-0.9%
CC(=O)OC1c2ccccc2C(=O)N1c1ccccc1C (stereo not drawn)
  -1%	2%	5%	·	-8%	2%	0%	·	5%	0.5%	1.0%
CN1CCN(C(=O)c2c(O)c3cccc4c3n(c2=O)CCC4)CC1
  0%	0%	5%	i	-5%	2%	-6%	-9%	-5%	-1.1%	-0.5%
O=C(c1cc(C(F)(F)F)cc(C(F)(F)F)c1)N1CCC2(CCCN(Cc3ccccc3)C2)CC1
  1%	-3%	8%	i	-9%	-9%	-25%	?	16%	-2.2%	0.0%
O=C(OCn1nnc2ccccc2c1=O)c1ccc(Br)o1
  1%	0%	-5%	i	0%	-4%	-10%	2%	1%	0.5%	-1.4%
Cn1c(=O)c2c(nc(N3CCc4ccccc4C3)n2Cc2ccc(Br)cc2)n(C)c1=O
  -2%	0%	11%	i	3%	5%	-6%	3%	?	-0.4%	-0.6%
CCN1CCN(S(=O)(=O)c2cc(OCC(=O)NC3CCCCC3)c(C)cc2Cl)CC1
  0%	-1%	11%	i	9%	-4%	9%	26%	24%	0.5%	-0.2%
O=C(O)CCC(=O)N1CCC[C@H]1C(=O)O
  -1%	1%	-6%	i	-2%	10%	2%	0%	?	1.5%	-1.3%
COc1ccccc1C1(CC(=O)O)CCOC(C(C)C)C1 (stereo not drawn)
  -1%	0%	-9%	i	-3%	4%	15%	-2%	6%	-1.9%	-0.2%
O=C(Nc1ccc(N2CCOCC2)cc1N1CCOCC1)c1ccco1
  1%	-1%	-4%	i	-3%	-4%	-12%	3%	6%	-1.4%	-1.2%
CCOC(=O)N1CCN(Cc2nc3c(c(=O)[nH]c(=O)n3C)n2Cc2ccccc2C)CC1
  -1%	2%	-3%	i	-2%	-11%	14%	18%	13%	0.9%	0.2%
COc1ccc(Nc2nc(C(=O)NCCCN3CCOCC3)cs2)cc1
  -1%	1%	-1%	i	-4%	9%	4%	9%	-11%	-1.3%	-0.2%
COc1ccc(CC(=O)NC2CCN(CC(=O)Nc3ccc4c(c3)OCCO4)CC2)cc1OC
  0%	1%	3%	i	-2%	-4%	-2%	-3%	-4%	-2.0%	0.5%
CC1=C(C(=O)OCCOc2ccccc2)C(c2ccc(C)o2)C2=C(CC(C)(C)CC2=O)N1 (stereo not drawn)
  -9%	-9%	40%[activator]	·	-4%	-9%	18%	20%	8%	0.4%	0.0%

(listing goes on)
Every second line gives: Caspase-7 inhib	Caspase-1 inhib	HADH2 inh	Rhodamine autofl	Pol III holo inh	ALOX15 inhib	Tau filament bind	USP2a inhib	HEK293 cAMP cs	BRCT inh green	BRCT PPI red
COc1ccc(NC(=O)N2CCC(O)(c3cccnc3)CC2)c(OC)c1
  0%	1%	-4%	i	-1%	-1%	-4%	-3%	4%	-0.2%	-1.3%
CCOC(=O)N1CCC(NC(=O)c2ccc(CS(=O)(=O)c3c(Cl)cccc3Cl)o2)CC1
  2%	-1%	-19%	·	-3%	-9%	12%	·	-1%	0.0%	1.6%
CC(=O)OC(C(=O)NCCc1ccccc1)c1cccnc1 (stereo not drawn)
  -1%	1%	10%	i	-6%	8%	-2%	0%	22%	-2.9%	0.6%
CCCCC(CC)CO (stereo not drawn)
  -1%	1%	1%	·	0%	0%	-1%	·	28%	-2.1%	-1.6%
CCOCCc1c(O)nc(SCC(=O)NCc2ccco2)[nH]c1=O
  2%	0%	-14%	i	-2%	6%	4%	-13%	4%	-1.8%	0.8%
O=C(c1ccc(N2CN(C(=O)c3ccco3)c3nc4ccccc4nc32)cc1)N1CCOCC1
  -3%	-5%	-4%	i	-4%	-5%	22%	25%	-3%	1.4%	0.2%
CC(C)(C)c1ccc(S(=O)(=O)NCC(=O)N2CCN(C(=O)c3ccco3)CC2)cc1
  2%	0%	6%	i	-2%	-8%	12%	11%	6%	-2.4%	-0.5%
COc1ccc(C(=O)CSc2nnc(-c3ccco3)n2CC2CCCO2)cc1 (stereo not drawn)
  3%	-3%	-21%	i	-3%	-27%	-15%	19%	15%	3.9%	-2.0%
CC(=O)NC(Cc1ccc(C(C)C)cc1)C(=O)NC1CCN(c2nc(C)cc(C)n2)CC1 (stereo not drawn)
  -1%	-2%	6%	i	-4%	-11%	-7%	34%[activator]	18%	1.1%	0.4%
O=C1NC2NC(=O)N(C(Cc3ccccc3)C(=O)O)C2N1 (stereo not drawn)
  2%	-1%	1%[11.4 µM]	·	8%[11.4 µM]	5%[11.4 µM]	6%[11.4 µM]	2%[7.66 µM]	2%[11.4 µM]	-0.2%	-0.9%
O=C(CSc1nc2ccccc2c(=O)n1Cc1ccco1)NCc1ccco1
  -4%	-2%	-8%	i	-5%	-1%	-3%	4%	27%	-1.7%	0.8%
NC(=O)c1ccsc1NC(=O)COc1ccccc1
  -4%	-2%	?	i	-5%	-9%	-23%	19%	-6%	-1.9%	-1.1%
CN1CCN(/C(=N\O)c2nonc2N)CC1
  -1%	-2%	0%	i	-6%	0%	-4%	2%	4%	-3.0%	1.2%
COc1ccc2c(Cl)c(-c3nnco3)sc2c1
  1%	0%	-5%	i	-7%	-6%	-12%	-19%	10%	-2.7%	0.0%
CC1CCCC(NC(=O)CCn2c(=O)oc3ccccc32)C1C (stereo not drawn)
  0%	0%	-4%	i	-3%	-6%	-3%	9%	11%	-1.8%	0.1%
CCNC(=O)CCC(=O)Nc1cc(Cl)ccc1C
  -2%	0%	2%	·	2%	11%	2%	3%	?	-2.7%	-0.4%
CN(CC(=O)N1CCN(c2ccc(F)cc2)CC1)S(=O)(=O)c1ccc(F)cc1
  -1%	1%	1%	i	-2%	4%	1%	7%	2%	-0.4%	1.0%
CCc1c(O)nc(SCC(=O)Nc2ccccc2C)[nH]c1=O
  -1%	-1%	-10%	i	-3%	11%	7%	-9%	3%	-2.1%	2.0%
COC(=O)C/C=C\[C@@H](C)[C@H]1C=C[C@H](O)[C@@H](CO)O1
  2%[11.5 µM]	2%[11.5 µM]	2%[11.4 µM]	·	·	15%[11.4 µM]	·	·	-4%[11.4 µM]	0.3%[15.4 µM]	0.0%[15.4 µM]

3 of the entries above in order of their number in Pol III holo inh, high to low.
compound | Pol III holo inh
COc1ccc(NC(=O)N2CCC(O)(c3cccnc3)CC2)c(OC)c1 | -1%
CCOCCc1c(O)nc(SCC(=O)NCc2ccco2)[nH]c1=O | -2%
CC(=O)OC(C(=O)NCCc1ccccc1)c1cccnc1 (stereo not drawn) | -6%

Some of the compounds tested; rates above refer to the full screens.
